Assay outcomes as filed in PubChem BioAssay.
SENP8 inh – human SENP8 protease inhibitors, primary screen, biochemical, fluorescence, Nedd8 protein substrate, uHTS | AID 602440, 2012 | recombinant SENP8 | Sentrin-specific protease 8 (Homo sapiens), Q96LD8 | 360,000 compounds, 0.64% hits | inhibition, % at 20 µM; in the data active means inhibition mostly above about 40%, no sharp cut-off; inactive means mostly below about 27%
Target sequence (Q96LD8 whole entry, looked up): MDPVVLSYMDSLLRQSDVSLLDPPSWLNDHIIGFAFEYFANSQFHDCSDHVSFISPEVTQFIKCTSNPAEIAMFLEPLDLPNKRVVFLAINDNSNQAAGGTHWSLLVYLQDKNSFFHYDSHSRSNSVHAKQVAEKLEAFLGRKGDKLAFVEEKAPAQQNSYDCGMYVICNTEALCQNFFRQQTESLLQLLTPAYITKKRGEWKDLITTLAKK
SENP1 FRET inh – human SENP1 catalytic domain inhibitors, primary screen, biochemical, FRET, uHTS | Sentrin-specific protease 1 (Homo sapiens), Q9P0U3 | inhibition, % at 10 µM | 360,000 compounds, 0.21% hits | AID 624204, 2012 | recombinant SENP1 catalytic domain, CyPet-SUMO1-YPet FRET cleavage;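 active means inhibition at least 30% at 10 µM, raw YFP signal under a set limit, fluorescence ratio 0.5 to 1.5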;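 further: 0% = enzyme with DMSO and 100% = no enzyme wells; some results filed as inactive read as strong as hits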
Target sequence (Q9P0U3 419-644 limits assumed): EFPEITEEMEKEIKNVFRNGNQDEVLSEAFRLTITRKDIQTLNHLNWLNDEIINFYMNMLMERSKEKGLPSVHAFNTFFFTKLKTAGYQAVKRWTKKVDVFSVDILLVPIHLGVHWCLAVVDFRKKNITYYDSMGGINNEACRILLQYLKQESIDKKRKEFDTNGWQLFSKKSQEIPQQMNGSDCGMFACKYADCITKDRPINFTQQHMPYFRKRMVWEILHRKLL
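Compound: 10 µM single point, 0.5% DMSO; Test system: hSENP1 catalytic domain, recombinant; Timing: 50 min reaction at room temperature; Technique: FRET, CFP and YFP emission; Control set: no-enzyme wells low, DMSO-plus-enzyme wells high control.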
An asterisk follows results filed as active; i = inactive. This is a subset; rates above refer to the full screens.

Results follow in this order: SENP8 inh, SENP1 FRET inh
CC(=O)c1cccc(-c2ccc3c(c2)C(C)(Cc2ccc(S(C)(=O)=O)cc2)C(=O)N3)c1 (configuration not stated)
  11, 0
CN[C@H]1C[C@H]2c3[nH]c4ccc(-c5cccc(C)c5)cc4c3CCN2C[C@H]1[C@H](C)O
  -234, -28
COc1ccc(-c2csc(C(O)c3ccc(F)cc3)n2)cc1OC (configuration not stated)
  16, 4
O=C(OCc1cn([C@H]2C[C@H](c3ccccc3)N(C(=O)c3cccs3)C[C@@H]2O)nn1)c1ccccc1
  6, 1
COC(=O)[C@H]1C[C@H](OC(=O)NCc2ccccc2F)[C@@]2(O)CN(S(=O)(=O)c3ccc(C)cc3)CC2[C@H]1C(=O)OC (some centres not stated)
  -5, -1
CCN(C)c1cc2c(c3c1ccn3C)C1CCC2C1 (configuration not stated)
  20, 3
CCc1nn(CC(=O)N2CCN(Cc3ccc4c(c3)OCO4)CC2)c(=O)c2cc3occc3n12
  22, -3
COC(=O)/C=C1\OCc2ccc(C)cc21
  14, -1
C[C@@H]1CN(S(=O)C(C)(C)C)[C@H](CCO)/C1=C\c1ccccc1 (some centres not stated)
  -2, 0
COc1ccc(OCCNC(=O)c2ccc3nc(C)c(N(C)Cc4ccc(NC(C)=O)cc4)n3c2)cc1
  7, -4

Overlap with the part before: four entries, then new ones.
Results follow in this order: SENP8 inh, SENP1 FRET inh
CCc1nn(CC(=O)N2CCN(Cc3ccc4c(c3)OCO4)CC2)c(=O)c2cc3occc3n12
  22, -3
COC(=O)/C=C1\OCc2ccc(C)cc21
  14, -1
C[C@@H]1CN(S(=O)C(C)(C)C)[C@H](CCO)/C1=C\c1ccccc1 (some centres not stated)
  -2, 0
COc1ccc(OCCNC(=O)c2ccc3nc(C)c(N(C)Cc4ccc(NC(C)=O)cc4)n3c2)cc1
  7, -4
O=C(c1ccc([N+](=O)[O-])s1)N1CCN(c2ncccn2)CC1
  30, 2
C[C@@H]1CN([C@H](C)CO)C(=O)CCCn2cc(nn2)CO[C@H]1CN(C)C(=O)OCc1ccccc1
  9, 0
Cc1cccc(OCCNc2ncccc2[N+](=O)[O-])c1
  18, -10
CCOc1ccc(S(=O)(=O)N2CCCC2)c2ccccc12
  13, 2
O=C1NC(=O)C(CCc2ccccc2)(c2ccccc2)N1 (configuration not stated)
  4, 2
COC(=O)C1=CN(c2ccc3c(c2)OCO3)C(N)=C(C#N)C1c1ccc(-c2ccccc2)cc1 (configuration not stated)
  -312, -9
CCOc1ccc(CCN2C(=S)N([C@@H](CC(C)C)CN3CCC[C@@H]3CN3C(=S)NC[C@@H]3CC(C)C)C[C@@H]2Cc2ccc(O)cc2)cc1
  10, 2
COc1cccc(-c2cc3c(c4c2ccn4C)C2CCC3C2)c1 (configuration not stated)
  -360, -48
CC(C)[C@@H](NC(=O)C1CCC(CNC(=O)[C@H](Cc2ccccc2)NC(=O)OC(C)(C)C)CC1)C(=O)O (some centres not stated)
  9, 2
CCOC(=O)[C@]12CCCC=C1N(Cc1cccc3ccccc13)C(=O)[C@H](CC(=O)NCCCOC)C2
  3, 3
CCOC(=O)C1=CCN(S(=O)(=O)c2ccc(C)cc2)C1c1cccc(F)c1 (configuration not stated)
  9, 2
Nc1sccc1C(=O)NCCN1CCOCC1
  15, -4
CC(=O)N1CCOc2ccc(S(=O)(=O)NC[C@H]3O[C@@H](n4ccc(=O)[nH]c4=O)[C@H](O)[C@@H]3O)cc21
  7, 0
CCOc1ccc(NC(=O)/C(C#N)=C/c2ccc(N3CCCC3)c(C)c2)cc1
  14, -27
CC(C)C(=O)N1CCC(CN=Cc2c(O)n(C3CCCCC3)c(=O)n(C3CCCCC3)c2=O)CC1
  22, 1
C=CCCC1CN(CCCC)S(=O)(=O)c2c(F)cccc2O1 (configuration not stated)
  11, 0
CSCCC(C(=O)NC(C)(C)C)n1c(-c2ccc3c(c2)OCO3)nc2ccccc21 (configuration not stated)
  -28, -3
COc1cc2c(c(OC)c1OC)-c1ccc(SC)c(=O)cc1C(NC(=O)c1ccccc1)CC2 (configuration not stated)
  24, -4
COc1ccc(S(=O)(=O)N2CCN(C(=O)c3ccccc3Cc3ccccc3)CC2)cc1OC
  5, 1
Cc1[nH][nH]c(=O)c1C(c1c(C)[nH][nH]c1=O)c1cn(Cc2ccc(F)cc2)c2ccccc12
  77*, -2

Not a retest: 4 of the compounds above.
Results follow in this order: SENP8 inh, SENP1 FRET inh
CSCCC(C(=O)NC(C)(C)C)n1c(-c2ccc3c(c2)OCO3)nc2ccccc21 (configuration not stated)
  -28, -3
COc1cc2c(c(OC)c1OC)-c1ccc(SC)c(=O)cc1C(NC(=O)c1ccccc1)CC2 (configuration not stated)
  24, -4
COc1ccc(S(=O)(=O)N2CCN(C(=O)c3ccccc3Cc3ccccc3)CC2)cc1OC
  5, 1
Cc1[nH][nH]c(=O)c1C(c1c(C)[nH][nH]c1=O)c1cn(Cc2ccc(F)cc2)c2ccccc12
  77*, -2

(cont.)
Results follow in this order: SENP8 inh, SENP1 FRET inh
CCOC(=O)c1c(NC(=O)C(C)Sc2cccc[n+]2[O-])sc2c1CCN(Cc1ccccc1)C2 (configuration not stated)
  -297, -25
CN1OC[C@@H]2CN(S(=O)(=O)c3cc(Cl)cc(Cl)c3)[C@H](c3ccc(-c4ccc(C#N)cc4)cc3)C[C@@H]21
  15, 2
O=c1oc(=O)c2ccccc2c2ccccc12
  3, 2
O=C(Nc1ccc(F)cc1)Nc1nnc([C@H]2C[C@H](O)[C@@H](CO)O2)s1
  -9, -1
O=C1CCCc2cc3c(cc21)CCCC3
  8, 0
FC(F)(F)c1cc(Cl)c2nc(-c3ccc(Cl)cc3)c(Cc3ccsc3)n2c1
  -383, -6
COc1ccc(NC(=O)C2Cc3c(-c4ccc(Cl)cc4)ccnc3O2)cc1OC (configuration not stated)
  3, 1
CCCCn1c(-c2csc(CCC)c2)n[nH]c1=S
  -2, 3
Cc1cc2c3ccccc3[nH]c(=O)n2n1
  17, 2
Oc1ccc(Nc2ccc3ccccc3c2)cc1
  i, -27
O=S(=O)(Cc1ccccc1)N1CCN(c2ccccc2)CC1
  17, 3
CN(C)C(CNC(=O)c1cc(S(=O)(=O)N2CCOCC2)ccc1Cl)c1cccs1 (configuration not stated)
  -19, -30
COc1ccc(Cl)cc1-c1cc(C(=O)Nc2ccc(Br)cc2)[nH]n1
  9, 1
Cc1ccsc1C(=O)NNC(=O)C1C2C=CC(C2)C1C(=O)O (configuration not stated)
  -5, 3
COCCN1C(=O)COc2ccccc2C1C(=O)NC1CCCCC1 (configuration not stated)
  14, 1
CCN1/C(=C/c2ccc3cc(C)ccc3[n+]2CC)Sc2cc(C)ccc21
  20, 102
Cc1ccc(S(=O)(=O)CS(=O)(=O)c2ccc(C)cc2)cc1
  6, 2
CC1(Cc2cc(Cl)ccc2C(F)(F)F)C(=O)Nc2ccc(-c3ccc(F)c(Cl)c3)cc21 (configuration not stated)
  5, 3
COc1cc2c(cc1OC(C)=O)CCCCC2=O
  4, 1
COc1ccc(CC(N)c2csc(NC(=O)Nc3ccc(OC)cc3)n2)cc1 (configuration not stated)
  15, -1
CC1=C(C(=O)N2CCOCC2)CC(CC(=O)NCCCN(C)C)C(=O)N1Cc1ccc(F)cc1 (configuration not stated)
  22, 0
CCOC(=O)c1ccc2nc(NC(C)=O)sc2c1
  6, -2
C[C@H](CO)N1C[C@H](C)[C@H](CN(C)Cc2cccc(O)c2)OCc2ccccc2-c2c(n(C)c3ccccc23)C1=O
  -30, 3
O=C(Nc1cccc(C(=O)O)c1)/C(=C\c1ccccc1)NC(=O)c1ccc(Br)o1
  18, -1
O=C(NCc1ccccc1)C1c2ccccc2OCC(=O)N1Cc1ccco1 (configuration not stated)
  2, 0
Cn1c(Nc2ccc(F)cc2)nc2cc(-c3ccsc3)sc2c1=O
  -96, 0
Cc1cc2[nH]c(=O)c(=O)[nH]c2cc1S(=O)(=O)NCC(C)c1ccccc1 (configuration not stated)
  i, 1
CCCC[C@@H]1Cc2[nH][nH]c(=O)c2[C@@H](c2ccc(Cl)cc2)O1
  9, 1
CCCc1cc(=O)oc2c(C)c(OCC(=O)c3ccc(N4CCCC4)cc3)ccc12
  -346, -22
Cc1ccccc1-n1c(SCC(=O)NC2CC2)nc2ccccc2c1=O
  6, 0
CC1(C(=O)NS(=O)(=O)c2ccc(F)cc2F)CCN1C(=O)C1(c2ccc(Cl)cc2)CC1 (configuration not stated)
  16, 2
O=[N+]([O-])c1cccc(C=NN2CCCCCC2)c1
  16, 2
Clc1ccc(-c2nc3ccc(Br)cn3c2Cc2ccccc2)cc1
  -27, 1
CC(=O)c1ccc(NS(=O)(=O)c2cccc3cccnc23)cc1
  16, 2
O=C(O)CC(C(=O)O)C(=Cc1ccccc1)c1ccccc1 (configuration not stated)
  8, 3
O=C(c1cccnc1)n1nc(-c2ccco2)nc1NCc1cccs1
  7, 1
O=C1C[C@@H]2c3c(cccc3CN1Cc1ccc(Br)cc1)C[C@@H](O)[C@H]2O
  8, 1
Cc1ccc(Cl)cc1NC(=O)CCS(=O)(=O)c1ccc2c(c1)n(C)c(=O)c(=O)n2C
  -28, 1
COCCNC(=O)C1CCCN(C(=O)c2ccc(OC)c(F)c2)CC1 (configuration not stated)
  16, 1
COc1cccc(CC(=O)Nc2ccc3c(c2)c(=O)n(C)n3-c2ccc(C(C)(C)C)cc2)c1
  -470, -5
CC1(C(=O)NCc2ccccc2)CN(S(C)(=O)=O)CC(=O)N1CCc1c[nH]c2ccccc12 (configuration not stated)
  11, -1
COc1ccc(NC(=O)c2sc(=O)n(Cc3ccc(SC)cc3)c2C)cc1OC
  10, 1
CCOC(=O)C1=CCN(S(=O)(=O)c2ccc(C)cc2)C1c1ccc(CC)cc1 (configuration not stated)
  19, -1
COc1ccc2c(c1)N(C[C@H](C)CN(C)C)c1ccccc1S2
  -29, 2
O=C(O)CSc1nc(-c2ccc(Cl)cc2)nc2c1oc1ccccc12
  9, -2
Cc1ccccc1NC(=O)c1cc(S(=O)(=O)N2CCCCC2)ccc1N1CCOCC1
  -7, 0
O=C(NCc1cc(C(F)(F)F)cc(C(F)(F)F)c1)c1cc(-c2cc(F)ccc2OCC2CCCO2)n[nH]1 (configuration not stated)
  10, -3
CC(C)(C)C(=O)c1c(N)[nH]c(C(=O)c2ccccc2)c1-c1ccc(Cl)cc1
  7, 6
CC1C(=O)N(Cc2cn(Cc3ccco3)nn2)CCS(=O)(=O)N1Cc1ccc(-c2ccc(F)cc2)cc1 (configuration not stated)
  6, 1
CC(C)c1ccc(CC(=O)N2CCC2(C)C(=O)Nc2cnc3ccccc3c2)cc1 (configuration not stated)
  17, 2

The listing continues.
Results follow in this order: SENP8 inh, SENP1 FRET inh
CC12CCC(C)(O1)C1C(=O)N(c3nccs3)C(=O)C12 (configuration not stated)
  21, 4
Clc1ccc2c(N/N=C/c3cccc(Br)c3)ccnc2c1
  -174, -4
CCOC1=C2CN(S(=O)(=O)c3ccc(C)cc3)[C@H](c3ccccc3)C[C@@H]2N(S(=O)(=O)c2ccc(C)cc2)[C@H](c2cccs2)C1
  16, 3
Cc1cc(C)c(C(=O)Nc2ccc3c(c2)OCCO3)c(C)c1
  23, -2
O=C(NCCCN1CCCC1)c1[nH]c(C(F)(F)F)nc1-c1ccccc1
  29, 0
Cc1ccc(S(=O)(=O)N2CCN(C(=O)COC(=O)c3ccc(Cl)c(S(N)(=O)=O)c3)CC2)c(C)c1
  11, 1
COc1cc(CN2C[C@@H](CO)O[C@@H](n3cnc4c(NC5CCC5)ncnc43)C2)cc(OC)c1OC
  20, 0
CC1=C(C(=O)N(C(C)C)C(C)C)CC(CC(=O)NCCc2ccccn2)C(=O)N1CCC1=CCCCC1 (configuration not stated)
  24, 2
CSc1nc(Cl)c(Br)c(Nc2c[nH]c(=O)[nH]c2=O)n1
  11, 4
COCCN1C(=O)COc2ccccc2C1C(=O)NC(C)(C)C (configuration not stated)
  6, 1
COn1c(C)c(C)c2c3nonc3ccc21
  -255, -31
OC(c1cccc(Cl)c1)c1nc(-c2ccoc2)cs1 (configuration not stated)
  5, -3
Cc1ccc(C(=O)C=Cc2ccc3c(c2)OCO3)c(C)c1
  -34, -12
O=c1[nH]nc(N=Nc2c(O)[nH]c3ccc(F)cc23)c(=O)[nH]1
  21, 4
CN(C)c1nc(=Nc2cccc(Cl)c2)ss1
  20, 2
Cc1ccc(S(=O)(=O)N2CCN(C(=O)COC(=O)/C=C/c3ccc(Cl)cc3)CC2)c(C)c1
  6, 2
COc1ccc(S(=O)(=O)NC(=O)C2(C)CCN2C(=O)CC2CCCCC2)cc1OC (configuration not stated)
  13, 3
CCOc1ccc(CCN2C(=O)C(=O)N([C@@H](Cc3ccc(O)cc3)CN3CCC[C@H]3CN3C(=O)C(=O)NC[C@@H]3Cc3ccccc3)C[C@@H]2Cc2ccc(O)cc2)cc1
  21, 0
Cc1ccc(Nc2n[nH]c(=S)s2)c(C)c1
  12, 0
